All columns: NCI-60 one-dose screen, growth in % after 48 h at 10 µM unless noted; 100 = growth as untreated, 0 = no growth, -100 = all killed.
HL-60(TB) = HL-60(TB) leukemia cells; hit rate 9% among 78,000; active = growth percent below 10
The depositor's hits bear a star; & = joins results of further samples; [ ] = remark or other dose.

SMILES,HL-60(TB)
CCCCC(CC)C(=O)OC(C)CC(OC(=O)C(CC)CCCC)C(C)C (configuration not stated),97
CN1CCN(Cc2cn(-c3ccc(S(N)(=O)=O)cc3)nn2)CC1,105
CCOP(=O)(CC#N)OCC,107
Cc1cc(NCc2cc(Nc3ccnc4cc(Cl)ccc34)ccc2F)nc(N2CCCC2)n1,-59*
O=C(C[n+]1cccc2cc(Cl)ccc21)c1ccc2c(c1)CCCC2,-28*
COc1ccc(NC(=O)CCn2cnc3c2c(=O)n(C)c(=O)n3C)cc1,99
C=C(C)[C@@H]1CC[C@]2(COCCCN)CC[C@]3(C)[C@H](CC[C@@H]4[C@@]5(C)CC[C@H](OCCCN)C(C)(C)[C@@H]5CC[C@]43C)[C@@H]12,88
CCOC(=O)c1sc(NC(=O)c2ccc(C)cc2)nc1C,101
C/C(=N/NC(N)=S)c1sc(Nc2ccccc2)nc1C,104
COc1cc2c(cc1[N+](=O)[O-])-c1ccccc1C2,96
Nc1cc(Br)c(-c2nn3c(CCC(=O)c4nc5ccccc5[nH]4)nnc3s2)c(Br)c1,100
NS(=O)(=O)c1ccc(NC(=O)/C(=C\c2ccc(Cl)cc2)NC(=O)c2ccccc2)cc1,101
C[C@@H]1CN(C(=O)C(O)(c2ccccc2)c2ccccc2)[C@@H](C)CN1c1ccccn1,72
C#CC1(O)CCC2C3CCc4cc(OC)ccc4C3CCC21C (configuration not stated),88&83
CCCc1[nH]nc(-c2n[nH]c(CCC)c2CC)c1CC,98
CC(=O)c1ccc(Nc2nc(SC(C)C)nc(-c3ccccc3)c2C#N)cc1,94&84
CCCCC(CC)COC(=O)CCOCCN1CC1 (configuration not stated),150
COc1ccc(OC)c(/C=C/c2nnc(Nc3ccccc3)o2)c1,76
CC(C)=CC1C(C(=O)OCCOc2ccc3c(c2)OCO3)C1(C)C (configuration not stated),82
Nc1[nH]ncc1-c1nnc(Nc2ccc3c(c2)OCO3)o1,84
CCN1CCN(Cc2cn(-c3ccc(S(N)(=O)=O)cc3)nn2)CC1,110
CC1CCCC[N+]12CCCC2 (configuration not stated),109
Cc1ccc(/C(O)=C/c2nc3ccc(C)cc3oc2=O)cc1,83
CC1(C)CC[C@]23CC[C@]4(C)[C@H](CC[C@@H]5[C@@]6(C)C/C(=C/O)C(=O)C(C)(C)[C@@H]6CC[C@]54C)[C@H]2[C@H]1OC3,102
C=CCn1c(C)nc2ccc(Nc3nc(Nc4ncccn4)nc4ccccc34)cc21,94
O/N=C\c1ccc(/C=N/O)cc1,92
Cc1c(C(=O)NO)sc2ncnc(Nc3ccccc3)c12,103
COc1cc(C2C(C#N)=C(N)OC3=C2C(=O)c2ccccc2C3=O)ccc1OCc1ccc(F)cc1 (configuration not stated),114
CC[C@@H](C(N)=O)N1CCCC1=O,111
Cc1ccc(NC(=O)/C=C/c2ccc(OCCCOc3ccc4c(C)cc(=O)oc4c3)cc2)cc1,99
Cc1cc(=O)n(-c2nc(-c3ccco3)c(C#N)c(=O)[nH]2)[nH]1,89
CCn1cc(/C=C2\SC(=S)NC2=O)c2c(C(=O)OC)cccc21,102
O=C(Cc1ccccc1)NCCCNC(=O)Cc1ccccc1,105
CNC(=O)c1nc(Nc2ccc(NC(=O)Nc3ccc(F)cc3)cc2)c2ccccc2n1,93
COc1ccc(/C=C2\Oc3cc(O)ccc3C2=O)c(OC)c1OC,70
CC12CCC3(CCC(=O)NCCNc4ccnc5cc(Cl)ccc45)[C@@](C)(OO[C@]3(C)O1)O2,96
N#C/C(=C\c1ccc(-c2ccc(Br)cc2)o1)c1nc(-c2ccccc2)cs1,95
C=C1C(=O)O[C@H]2[C@H]1CC/C(COC(=O)C(=O)c1c[nH]c3ccccc13)=C\CC[C@@]1(C)O[C@@H]21,-46*
O=NNc1ccccn1,74
Cc1ccccc1-n1c(C)nc2cc(NS(=O)(=O)c3ccccc3)ccc2c1=O,96
C[C@@H]([C@H](O)c1ccccc1)N(C)C,108
CCOC(=O)C(O)(c1ccc(Cl)cc1)c1ccc(Cl)cc1,111
CCOC(=O)C1=C(C)OC(N)=C(C#N)C1c1cc(=O)oc2ccc(C)cc12 (configuration not stated),90
COc1ccc(OC)c([N+](=O)[O-])c1,100
C=C(C)CNCC(=C)C,99&100
Oc1c(Cl)c(Cl)c(Cl)c2ccccc12,106
Cc1cccc(N2CCN(c3ncnc4sc5c(c34)CCN(CC(=O)O)C5)CC2)c1,100
Cc1ccc(O)c(C(=O)c2cc(-c3ccccc3)c(=O)n(NC(=O)c3ccncc3)c2)c1,106
COc1cc(-c2nc3sccn3c2-c2ccnc(NCCNS(=O)(=O)c3ccccc3)n2)ccc1F,60
O=S(=O)(CCO)CCO,88&96

Given field by field: part of the list above
> CC12CCC3(CCC(=O)NCCNc4ccnc5cc(Cl)ccc45)[C@@](C)(OO[C@]3(C)O1)O2
- HL-60(TB): 96
> N#C/C(=C\c1ccc(-c2ccc(Br)cc2)o1)c1nc(-c2ccccc2)cs1
- HL-60(TB): 95
> C=C1C(=O)O[C@H]2[C@H]1CC/C(COC(=O)C(=O)c1c[nH]c3ccccc13)=C\CC[C@@]1(C)O[C@@H]21
- HL-60(TB): -46*

Next structures follow:
SMILES,HL-60(TB)
O=C(Cn1c[n+](CC(=O)c2ccc(Br)cc2)c2ccccc21)Nc1cccc2cccnc12,78
Cc1ccc(/C=N/NC(N)=S)s1,101
CCN(C(=O)c1ccc2c3c(cccc13)C=C2)c1ccccc1,86
CCc1ccccc1-n1c(-c2cccs2)cc(-c2ccc(OC)cc2)c(C#N)c1=O,97
CCOC1=C2C=C(c3ccc(F)cc3)C(=O)OC2Oc2ccccc21 (configuration not stated),104
O=C(CCl)c1ccc2c(c1)CCCC2,97
Cc1ccc2c3c(ccc2c1)C(=O)c1c(ccc2c1N[C@H]1C[C@@H]2O[C@@H](C)[C@@H]1O)C3=O,108
O=C1Nc2cc(Cl)ccc2Oc2cc(Oc3ccccc3)ccc21,39
O=C(NC(c1ccccc1)c1ccccc1)c1ccccc1,121
O=C1NC(=S)NC(=O)C1=Cc1cc(-c2ccc([N+](=O)[O-])cc2)n(-c2ccccc2)n1,81
Cc1cccc(/C=C/c2c(C(=O)/C=C/c3ccccc3)c(C)nc3ccccc23)c1,-16*
OC(c1ccccc1)(c1ccccc1)c1nccn1-c1ccccc1,60
CNC(=O)N/N=C/c1ccc([N+](=O)[O-])o1,66
Cn1cc(-c2csc(-c3c[nH]c4ccc(F)cc34)n2)c2cccnc21,24
COc1cccc(C(=O)N(c2ccc(OC(F)(F)F)cc2)C(C(=O)NC(C)(C)C)c2cc3c(C)cc(C)cc3nc2Cl)c1 (configuration not stated),94
N#Cc1c(-c2ccc(O)cc2)nc(SCC(=O)NNc2ncnc3ccccc23)[nH]c1=O,97
O=C1CC2OCC=C3CN4CC[C@]56c7ccccc7N1C5[C@H]2[C@H]3CC46 (some centres not stated),103
N#Cc1c(N2CCCCC2)nc2sc3cc(Cl)ccc3n2c1=N,110
O=C1NC(=O)C(CCCCCl)N1 (configuration not stated),109
O=C(O)c1ccc(NCCCCN2C(=O)COc3ccccc3C2=O)cc1,66
O=C(c1c(-[n+]2noc(=O)[nH]2)no[n+]1[O-])N1CCOCC1,106
CC(=O)N=C1CSc2ccccc2N1C,102
CC(C)N(C(C)C)P(=O)(OP(=O)(c1ccc([N+](=O)[O-])cc1)N(C(C)C)C(C)C)c1ccc([N+](=O)[O-])cc1 (configuration not stated),128
CCOC(=O)c1c(SC)nn(-c2cc(=O)n(C)c3ccccc23)c1N,102
Nc1nc2c(c3cnccc13)C(c1cccc(Cl)c1)Cc1cnccc1-2 (configuration not stated),4.9*
CCCCOCCOCCOCc1cc2c(cc1Br)OCO2,108
O=C(Nc1cccc2cccnc12)c1cc(C(=O)c2ccc(Br)cc2)n2c1ccc1c3ncccc3ccc12,124
O=C1C(=O)c2ccccc2C(O)=C1C(C1=C(O)c2ccccc2C(=O)C1=O)c1ccc(Cl)c(Cl)c1,79
O=C1c2ccccc2C(=O)N1c1cccc(-c2cc3ccccc3[nH]2)c1,91
Cc1cc(S(=O)(=O)Cl)c(Cl)cc1Cl,100
CC12OCCC1CC(=O)O2 (configuration not stated),83
O=c1c([N+](=O)[O-])c[nH]c2cc(Cl)ccc12,100
CCCCCCCCCCCCCC[N+](C)(C)CCCCCCCCCCCCCC,47
CC1(C)N(Nc2ccccc2)C(=O)C2CCCN21 (configuration not stated),-31*
CCn1cc(C(=O)NNC(=O)Nc2c(C)cccc2Cl)c(=O)c2ccc(C)nc21,107
Cc1cc(C)c2c(Cn3cc(Cn4cnc5c4c(=O)n(C)c(=O)n5C)nn3)cc(=O)oc2c1,98
COc1cc(C2CC(=O)Nc3c2c(C)nn3-c2nc3ccccc3[nH]2)c(OC)c2c1OCO2 (configuration not stated),26
O=C1NCCN1CCO,105
CC(Cc1ccccc1)NC(=O)CCNNC(=O)c1ccncc1 (configuration not stated),100
COc1cccc(/C=C/C(=O)c2cc3c(N)c(C(=O)Nc4cccc5ccccc45)sc3nc2C)c1,4.0*
O=C(CSc1cc[n+](CCCCCCO)c2ccccc12)n1ccc2ccccc21,117
OCc1ccccc1SSc1ccccc1CO,90
COC(=O)[C@@H](C[C@H](Cc1ccccc1)NC(=O)c1csc([C@@H](C[C@H](C(C)C)N(C)C(=O)[C@@H](NC(=O)[C@H]2CCCCN2C)C(C)C)OC(C)=O)n1)NC(=O)OCc1ccccc1,-40*[9.5 µM]
CC(C)CCC[C@@H](C)[C@H]1CC[C@H]2[C@@H]3CC=C4c5sc(Nc6ccccc6C(F)(F)F)nc5CC[C@]4(C)[C@H]3CC[C@]12C,99
Cc1ccc(NCc2cn(-c3ccc(C(=O)O)cc3)nc2-c2ccc(C(=O)O)cc2)cc1Cl,108
Cc1cc(N(CCNc2ccnc3cc(Cl)ccc23)Cc2ccccn2)nc(N2CCOCC2)n1,94
N#Cc1nnn(-c2ccc(Cl)cc2)c1N,101
Cc1cc(=O)oc2c(OS(C)(=O)=O)c(OS(C)(=O)=O)ccc12,78
Cc1ccc([N+]2=NOC(=O)C2S(=O)(=O)Nc2ccc(-n3c(-c4ccccc4Cl)nc4ccccc4c3=O)cc2)cc1 (configuration not stated),99
O=C1OC(Sc2ccccc2)(c2ccccc2)c2ccccc21 (configuration not stated),80

(listing goes on)
SMILES,HL-60(TB)
C=CC(=O)Oc1ccc(C(C)(C)c2ccc(OC(=O)C=C)c(Cl)c2)c(Cl)c1,58
CC1=NOC(=O)C1C(C)(C)C1C(=O)ON=C1C (configuration not stated),87
COc1ncc(-c2ccc3nccc(C#CCCCCC(=O)NO)c3c2)cc1NS(=O)(=O)c1ccc(F)cc1F,-33*
C[C@]12CC[C@@H]3c4cc([N+](=O)[O-])c(O)cc4CC[C@H]3[C@@H]1CC[C@@H]2NS(=O)(=O)c1cccc(Br)c1,57
Cc1nn(-c2ccccc2)c(N2CCCC2)c1/C=N/N=c1\sc2ccccc2n1C,63
C=CCOC(=O)C1=C(C)NC2=C(C(=O)CC(C)(C)C2)C1C (configuration not stated),91
C[C@]12CC[C@H]3[C@@H](CCC4=CC(=O)CC[C@@]43CCl)[C@@H]1CC[C@@H]2O,106
CNC(=O)SCc1ccc(Cl)cc1,97
Cc1cccc(Oc2ccc(Nc3ncnc4ccc(NC(=O)CN5CCN(C)CC5)cc34)cc2Cl)c1,-40*
CNC(=O)c1cc(N2CCc3cc(NC(=O)Nc4cccc(C(F)(F)F)c4)ccc32)ccn1,62

Of the compounds above, these have a CF3 group:
SMILES,HL-60(TB)
COc1cccc(C(=O)N(c2ccc(OC(F)(F)F)cc2)C(C(=O)NC(C)(C)C)c2cc3c(C)cc(C)cc3nc2Cl)c1 (configuration not stated),94
CC(C)CCC[C@@H](C)[C@H]1CC[C@H]2[C@@H]3CC=C4c5sc(Nc6ccccc6C(F)(F)F)nc5CC[C@]4(C)[C@H]3CC[C@]12C,99
CNC(=O)c1cc(N2CCc3cc(NC(=O)Nc4cccc(C(F)(F)F)c4)ccc32)ccn1,62

Following part
SMILES,HL-60(TB)
Cc1ccc2nc(-c3ccc(N4C(=O)/C(=C/c5ccc(N(C)C)cc5)N=C4c4ccccc4)cc3)sc2c1,69
COc1ccc(C(=O)Nc2cccc(-c3cc(=O)c4ccccc4o3)c2)cc1,95
ClC(Cl)=C(c1ccc(Cl)cc1)c1ccccc1Cl,107
Cc1cccc(NC(=O)N/C(N)=N/c2nc(C)c(C)s2)c1,19
Nc1ccc(C(F)(F)F)cc1[N+](=O)[O-],93&99
Cn1cccc1C(=O)C1C(c2ccc(Cl)cc2Cl)C2CSCN2C12C(=O)Nc1ccc(Cl)cc12 (configuration not stated),77
N#Cc1ccccc1-c1ccc(Cn2c(-c3cscn3)nc3cc(Cl)ccc32)cc1,96
COc1cc(C2=NN(C(C)=O)C(c3cccc(Nc4ccnc5cc(C(F)(F)F)ccc45)c3)C2)cc(OC)c1OC (configuration not stated),11
C[N+](C)(C)CC(=O)NNC(=O)Nc1ccc(Cl)cc1,102
CS(=O)c1nccc(-c2c(-c3ccc(F)c(OCc4ccccc4)c3)nc3sccn23)n1 (configuration not stated),-6.4*
Cc1nc2c(cnn2-c2ccccc2)c(=O)n1-c1ccc(N=C2C(=O)Nc3ccccc32)cc1,91
O=C(/C=C/c1csc(Br)n1)NO,-36*
O=C1C(Cl)C(c2cccc([N+](=O)[O-])c2)N1n1cnnc1 (configuration not stated),97

Some of these compounds in order of formula weight, rising:
SMILES,HL-60(TB)
Oc1c(Cl)c(Cl)c(Cl)c2ccccc12,106
Nc1[nH]ncc1-c1nnc(Nc2ccc3c(c2)OCO3)o1,84
Cc1nn(-c2ccccc2)c(N2CCCC2)c1/C=N/N=c1\sc2ccccc2n1C,63
COc1cccc(C(=O)N(c2ccc(OC(F)(F)F)cc2)C(C(=O)NC(C)(C)C)c2cc3c(C)cc(C)cc3nc2Cl)c1 (configuration not stated),94

Only part of the results is shown; the hit share may differ from the screen's.
